GPR151 ag: human GPR151 activation; Q8TDV0; PathHunter beta-arrestin GPR151 cells, luminescence; activation, % at 11.2 µM; 1% of 650,000 active; AID 1508602; in the data active = activation above about 4.9%;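 note: 0% = median of compound wells and 100% = cells with positive control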
TEAD-YAP inh: TEAD-YAP interaction inhibition | inhibition, % at 9.12 µM | 1.4% of 640,000 active | HEK-TIYL cells, TEAD-Gal4/YAP UAS-luciferase luminescence; in the data active = inhibition above about 32%;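 note: 0% = median of test compound wells and 100% = reference inhibitor wells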
FBW7 activator: human FBW7 E3 ligase activation, primary screen; Q969H0; AlphaScreen FBW7–phospho-cyclin E peptide binding, activator screen; normalized activity (activation), % at 26.1 µM; 0.13% of 650,000 active; in the data active = normalized activity above about 1.9%;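 note: purified mutant Fbw7 with reduced substrate affinity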
Target sequence (Q969H0 whole entry, looked up): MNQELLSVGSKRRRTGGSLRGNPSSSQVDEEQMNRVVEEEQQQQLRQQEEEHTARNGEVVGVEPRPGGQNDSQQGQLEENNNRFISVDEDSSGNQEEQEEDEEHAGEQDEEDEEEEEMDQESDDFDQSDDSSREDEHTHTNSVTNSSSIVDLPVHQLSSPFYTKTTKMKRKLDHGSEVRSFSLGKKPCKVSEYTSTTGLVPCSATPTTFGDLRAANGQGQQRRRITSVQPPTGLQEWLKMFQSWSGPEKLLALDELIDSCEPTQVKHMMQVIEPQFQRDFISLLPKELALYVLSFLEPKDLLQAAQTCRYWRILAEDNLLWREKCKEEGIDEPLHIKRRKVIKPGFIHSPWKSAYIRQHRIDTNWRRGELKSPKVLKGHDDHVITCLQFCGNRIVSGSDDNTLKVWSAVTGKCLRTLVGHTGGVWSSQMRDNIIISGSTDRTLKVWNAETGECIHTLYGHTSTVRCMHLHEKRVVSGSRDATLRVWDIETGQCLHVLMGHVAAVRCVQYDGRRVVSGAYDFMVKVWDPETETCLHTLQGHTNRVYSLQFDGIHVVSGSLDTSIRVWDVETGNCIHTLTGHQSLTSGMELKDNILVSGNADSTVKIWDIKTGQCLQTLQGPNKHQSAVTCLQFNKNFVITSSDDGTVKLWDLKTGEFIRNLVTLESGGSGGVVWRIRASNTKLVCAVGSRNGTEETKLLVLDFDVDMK
MITF inh: inhibitors of human MITF; O75030; AlphaScreen MITF homodimerization, bead proximity signal; inhibition, % at 2.6 µM; 0.91% of 650,000 active; AID 1259374; in the data active = inhibition above about 50%;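 note: 0% = vehicle wells with protein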
Numbers without * were called inactive. Rows were taken by chance; 3.4% or so of the library scored in one or more.

smiles	GPR151 ag	TEAD-YAP inh	FBW7 activator	MITF inh
COc1cccc(C2C(C(=O)OCC3CCCO3)=C(C)NC3=C2C(=O)CC(c2cccs2)C3)c1 (configuration not stated)	1.4	15	0.0	2
N=C1/C(=C/c2ccc(-c3ccc(F)cc3)o2)C(=O)N=C2SC(C3CCCCC3)=NN12	3.5	4	0.1	2
CCOC(=O)C1CCCN(CCN(C)C)C1 (configuration not stated)	1.8	-8	-0.2	8
COc1cc([N+](=O)[O-])ccc1NC(=O)C(=O)/C=C(\O)c1ccc(C)cc1	-0.1	5	-0.1	7
Cc1ccc2cc(C(=O)Nc3cccc(N)c3)sc2c1	1.4	0	-0.2	-11
CCCOc1ccccc1C1C(C(=O)OC2CCCC2)=C(C)NC2=C1C(=O)CCC2 (configuration not stated)	1.1	-4	-0.1	-4
COc1ccc(C(=O)Nc2cc(C(=O)N3CCOCC3)cn(C)c2=O)c(OC)c1	-1.4	0	0.0	2
O=C(CCc1nnc(-c2ccccc2)o1)NCCc1nc(-c2ccccc2)cs1	2.6	-2	0.2	11
Clc1cccc(-c2nccnc2NCCCN2CCOCC2)c1	0.1	20	0.4	22
N#Cc1c(C(F)(F)F)cc(-c2cccs2)nc1SCC(=O)Nc1ccc(C(N)=O)cc1	-1.1	11	-0.1	3
COc1ccc(-c2cccc(C(=O)NCc3ccccc3)c2)cc1	-0.1	-4	0.2	3
CC(=O)Nc1ccc(/C=N/Nc2nc(N3CCCC3)nc(N3CCOCC3)n2)cc1	-1.9	-10	0.0	10
CCOC(=O)CN1C(=O)S/C(=C\c2ccc(OCC(=O)O)cc2)C1=O	0.5	-6	0.1	12
Cc1cc(NCCCn2ccnc2)n2nc(-c3ccc(Cl)cc3)cc2n1	-0.8	-4	0.0	-5
O=C(COC(=O)C1CC(O)CN1S(=O)(=O)c1ccc(F)cc1)Nc1nccs1 (configuration not stated)	1.5	-4	0.0	15
C=CCOC(=O)c1ccc[n+](Cc2ccccc2)c1	-0.1	3	0.0	-19
Cc1nc([N+](=O)[O-])c(SCC(O)CCl)n1Cc1ccc(Cl)cc1 (configuration not stated)	-0.2	-2	-0.1	14
CC1=CC2=NC(=O)CC(C)(C(=O)N(CC(=O)NC(C)C)Cc3cccs3)N2C=C1 (configuration not stated)	-0.7	0	-0.1	-4
Cc1cc(NC(=O)C(=O)NCc2ccccc2)ccc1Br	0.1	-13	0.1	2
O=C(CN1C(=O)/C(=C\c2cccc(Cl)c2)Sc2ccccc21)NCc1cccnc1	0.3	-7	-0.2	6

Single records (already shown). Screens in order: GPR151 ag | TEAD-YAP inh | FBW7 activator | MITF inh
Entry for O=C(CN1C(=O)/C(=C\c2cccc(Cl)c2)Sc2ccccc21)NCc1cccnc1 → 0.3 | -7 | -0.2 | 6
Entry for Cc1nc([N+](=O)[O-])c(SCC(O)CCl)n1Cc1ccc(Cl)cc1 (configuration not stated) → -0.2 | -2 | -0.1 | 14

(next part)
smiles	GPR151 ag	TEAD-YAP inh	FBW7 activator	MITF inh
Cc1cc(N)n(-c2ccc3ccccc3c2)n1	0.6	-37	-0.1	3
O=C(Nc1ccc(-c2nc3ccccc3s2)cc1)C1COc2ccccc2O1 (configuration not stated)	-0.7	-16	0.2	-2
O=C(/C=C/c1ccccc1)N1CCN(C/C=C/c2ccccc2)CC1	-0.1	-3	-0.2	-3
CC1CCc2nc(SCC(=O)Nc3ccc(S(=O)(=O)N4CCOCC4)cc3)c(C#N)cc2C1 (configuration not stated)	0.6	-11	0.3	1
Cc1cc(C(=O)OCC(=O)c2ccc(NC(=O)CC(C)C)cc2)no1	-1.0	8	0.6	16
COc1ccccc1CCc1nnc(CCC(=O)NCCCc2scnc2C)o1	0.5	-8	-0.1	10
Cc1ccc(NC(=O)CN2C(=O)N/C(=C/c3cccc(O)c3)C2=O)cc1	1.2	-3	-0.1	-6
CCC1NC(=O)NC(C)=C1C(C)=O (configuration not stated)	-0.3	-2	-0.1	-8
Cc1cc(Oc2cc(NC(=O)c3cc4nc(-c5ccccc5)cc(C)n4n3)cc([N+](=O)[O-])c2)ccc1Cl	-0.5	7	-0.1	6
Clc1cccc(-n2cc(-c3ccccc3)c3c(NCc4ccco4)ncnc32)c1	0.2	-4	-0.1	16
CC12NC(=O)NC(c3cc(Br)ccc3O1)C2C(=O)Nc1ccc(Cl)cc1 (configuration not stated)	1.4	2	0.0	20
CC(=O)Oc1ccc(/C=c2/sc3nc4c(C)c(C)ccc4n3c2=O)cc1	0.0	0	0.0	-5
CC1CN(CCOCCOc2c(Cl)cccc2Cl)CC(C)O1 (configuration not stated)	8.4*	13	-0.1	7
O=C(Cn1cnc2ccccc2c1=O)OCc1cc(=O)oc2ccc3ccccc3c12	0.3	1	-0.1	7
Cc1ccc(-c2nc3cc(Cl)cc(Cl)c3o2)cc1NC(=O)c1ccccc1Br	0.5	0	-0.1	3
CCOc1ccccc1NC(=O)C(=O)N/N=C/c1ccc(C(C)(C)C)cc1	-0.1	-11	0.0	-16
COC(=O)c1cc(Br)ccc1-c1ccc(/C=N/N=C(\N)c2nonc2N)o1	1.0	-79	0.0	13
COc1ccc(OC)c(C2C3=C(CC(C)(C)CC3=O)Nc3ccc4ncccc4c32)c1 (configuration not stated)	0.8	19	-0.1	0
O=C(COc1ccc(Cl)cc1)Nc1cccc2nsnc12	0.7	2	0.1	-1
O=C(CCl)NC(NC(=O)CCl)c1ccccc1F	-0.4	-8	0.0	-4

Reformatted with two lines to a compound: part of the list above.
Values run as follows: GPR151 ag, TEAD-YAP inh, FBW7 activator, MITF inh
CC12NC(=O)NC(c3cc(Br)ccc3O1)C2C(=O)Nc1ccc(Cl)cc1 (configuration not stated)
  1.4, 2, 0.0, 20
CC(=O)Oc1ccc(/C=c2/sc3nc4c(C)c(C)ccc4n3c2=O)cc1
  0.0, 0, 0.0, -5
CC1CN(CCOCCOc2c(Cl)cccc2Cl)CC(C)O1 (configuration not stated)
  8.4*, 13, -0.1, 7
O=C(Cn1cnc2ccccc2c1=O)OCc1cc(=O)oc2ccc3ccccc3c12
  0.3, 1, -0.1, 7
Cc1ccc(-c2nc3cc(Cl)cc(Cl)c3o2)cc1NC(=O)c1ccccc1Br
  0.5, 0, -0.1, 3
CCOc1ccccc1NC(=O)C(=O)N/N=C/c1ccc(C(C)(C)C)cc1
  -0.1, -11, 0.0, -16

(further entries)
smiles	GPR151 ag	TEAD-YAP inh	FBW7 activator	MITF inh
O=[N+]([O-])c1ccc(C=Nc2ccc(S(=O)(=O)N3CCCCC3)cc2)cc1	-1.8	4	0.3	20
CCOC(=O)C1=C(C)NC2=C(C(=O)CC(c3ccc(OC)c(OC)c3)C2)C1c1ccc(F)cc1 (configuration not stated)	-0.8	27	0.3	-6
Cc1cccnc1NC(=O)C1(c2ccccc2)CCOCC1	-0.2	0	0.1	4
NC(=O)c1ccc(-c2cc(NCCCN3CCCC3=O)nc(N)n2)cc1	0.9	-1	0.0	-1
O=C(NCCc1ccccc1)c1cccc(I)c1	1.0	-70	0.1	2
CC(=O)Nc1cccc(NC(=O)C(Cl)Cl)c1	-0.9	3	-0.1	2
COc1ccc2c(c1)N(C)/C(=C1/SC(N(c3ccccc3)c3ccccc3)=NC1=O)S2	0.0	-12	0.3	10
O=C(O)c1c[nH]c2c(Cl)c(Cl)ccc2c1=O	0.9	-5	-0.8	32
CC1CCCN(C(=O)c2ccc(Br)cc2)C1 (configuration not stated)	-0.7	-2	-0.1	-6
O=C(NCC1CCCO1)c1ccc(/C=N/O)nc1 (configuration not stated)	3.7	-12	-0.1	-3
COc1ccc(Cn2c(=S)[nH]c3cc(C(=O)Nc4ccc(F)c(Cl)c4)ccc3c2=O)cc1	-1.3	6	0.1	7
CCSc1nc2c(c(=O)[nH]1)C(c1cccnc1)C1=C(CCCC1=O)N2 (configuration not stated)	0.0	-14	0.0	4
Cc1ccc(C2=CC(c3ccc(Br)cc3)n3nnnc3N2)cc1C (configuration not stated)	2.2	-1	0.0	13
O=C(CCn1c(SCc2cc(=O)n3cc(Cl)ccc3n2)nc2ccccc2c1=O)NCc1ccc(F)cc1	-0.4	-5	-0.2	0
Cc1cccc2cc(C#N)c(NCCNS(=O)(=O)c3cccc4ccccc34)nc12	-0.2	-1	0.4	-14
Cc1cc(Cl)ccc1NC(=O)CC(C)S(=O)(=O)c1ccc2c(c1)SCC(=O)N2 (configuration not stated)	4.3	2	0.0	7
CN1CCC(N2CCC(Oc3cccc(C(=O)NCCC4=CCCCC4)c3)CC2)CC1	-1.2	-2	0.2	0
Cn1cnnc1SCC(=O)Nc1ccc(S(N)(=O)=O)cc1	-1.2	16	0.0	13
COc1ccc(-c2nc3cc(C)c(C)cc3[nH]c2=O)cc1	0.8	4	0.3	16
COc1cccc(/C=N/NC(=O)c2nn(C)cc2I)c1	-2.4	-44	-0.2	0

Other results.
smiles	GPR151 ag	TEAD-YAP inh	FBW7 activator	MITF inh
Cc1ccc(C)c(-c2ccc3ccccc3n2)c1	-0.4	9	0.1	-7
CC(=O)NC1=NN(C(C)=O)C(c2cc([N+](=O)[O-])ccc2Cl)S1 (configuration not stated)	-1.6	-2	0.0	-3
COCCOC(=O)C1=C(N)OC2=C(C(=O)CC(C)(C)C2)C1c1ccc(Br)cc1 (configuration not stated)	-1.4	8	0.1	7
O=C(NC1CCCCC1)c1ccc(NCCCN2CCOCC2)c([N+](=O)[O-])c1	0.0	9	0.1	17
Cc1ccc(NC(=O)COC(=O)CNC(=O)c2ccc(C)s2)cc1	-1.4	1	0.3	4
Cc1nc2c(C(=O)NCc3ccco3)cnn2c(C)c1Cc1ccccc1	1.4	-5	0.1	-2
COC(=O)c1cccn(Cc2ccc(Cl)cc2)c1=O	0.5	4	0.0	9
Cc1cccc(OCC(=O)Nc2ccc(-c3nc4cc(C(C)C)ccc4o3)cc2)c1C	-0.7	3	0.1	9
COC(=O)c1ccc(C2N=C(c3ccc(C)cc3)CC(c3cc(Br)ccc3O)N2)cc1 (configuration not stated)	-0.2	10	0.1	-8
Cc1c(C(=O)N(C)C)sc2ncnc(N3CCCCC3)c12	-0.1	-12	-0.1	2
CCOc1ccccc1NC(=O)c1cc(S(=O)(=O)NC2CCCCC2)ccc1F	1.4	-7	-0.1	3
CC(C)COC(=O)C1C2C=CC3(CN(C4CCCC4)C(=O)C13)O2 (configuration not stated)	0.3	-1	-0.1	13
COc1ccc(C(NC(=O)c2ccccc2)C(=O)N/N=C/c2ccc(C(=O)O)cc2)cc1 (configuration not stated)	-1.4	-5	0.2	-6
O=C(CSc1nc2ccc([N+](=O)[O-])cc2[nH]1)Nc1ccc(Cl)cc1	2.1	-1	-0.2	-7
CCOC(=O)c1c(C)[nH]c(C)c1C(=O)CSc1nc2ccccc2[nH]1	-0.4	-5	0.0	13
OC(CNC1CCCCCCC1)COc1ccccc1 (configuration not stated)	-1.4	5	0.2	1
Cc1ccc(CNCc2c(C(=O)O)c(C)n(Cc3cccc(Cl)c3)c2C)cc1	1.2	9	0.1	12
COc1ccc2oc(=O)c(S(=O)(=O)c3ccc(Cl)cc3)cc2c1	1.7	5	-0.1	2
COc1cc(/C=N/NC(=O)CC2C(=O)NN=C2C)ccc1O (configuration not stated)	-0.5	0	0.1	12
N#Cc1cccc(OCc2cccc(I)c2)c1	2.2	-2	0.2	0

(continued)
smiles	GPR151 ag	TEAD-YAP inh	FBW7 activator	MITF inh
CN1[C@@H](C(=O)NC(C)(C)CO)C[C@@H](c2ccc(F)cc2)NS1(=O)=O	0.8	7	0.0	1
N#C/C(=C\c1cn(CCOc2ccccc2)c2ccccc12)C(=O)N1CCC(C(N)=O)CC1	0.3	-7	-0.1	-6
CCN(CC)CCN1C(=O)c2oc3ccc(C)cc3c(=O)c2C1c1cc(OC)c(OC)c(OC)c1 (configuration not stated)	0.4	23	0.0	-3
O=C(NCc1cccs1)C1CCCN(C(=O)N2CCOc3ccccc32)C1 (configuration not stated)	-0.9	-3	0.1	6
C=CCNc1nc(C(F)(F)F)nc2c1nnn2Cc1ccccc1	3.2	2	0.1	-2
Cc1cc(C(=O)Nc2cccc(O)c2)co1	-1.4	24	0.4	10
O=C(c1ccc(Cl)cc1)N1CCN2C(=O)[C@H]3CCCN3C(=O)[C@H]2C1	-0.1	-2	0.4	3
CC1CCN(S(=O)(=O)c2ccc(C(=O)Nc3ccccc3-c3nc4ccccc4s3)cc2)CC1	0.1	9	0.1	-18
COC(=O)c1ccc(C(=O)OC)c(NC(=O)C2CC(=O)N(c3ccc(C)cc3)C2)c1 (configuration not stated)	0.1	11	0.1	0
COC(=O)c1cc(Br)ccc1NC(=O)COc1cccc(C)c1	3.2	4	-0.1	-2
Cc1ccc(NC(=O)CSc2nc(-c3ccco3)nc3c2c(=O)n(C)c(=O)n3C)c(C)c1	-0.5	-2	-0.2	-3
CN1CCN(c2nc(N)nc(N3CCN(C)CC3)c2C=O)CC1	4.6	-19	0.2	10
CCOC(=O)C1=C(C)N=c2s/c(=C\c3cccc(O)c3)c(=O)n2C1c1ccccc1OC (configuration not stated)	-1.0	-3	0.1	0
O=C1CN(c2nc(-c3cccs3)nc3ccccc23)CCN1	1.4	8	-0.1	5
CC(=N/NC(N)=O)/C(=C\c1ccc(Cl)cc1)c1ccccc1	-0.8	-14	0.1	7
Cc1cccc(-c2noc(CNC(=O)c3ccc(C)cc3Cl)n2)c1	-1.7	2	0.1	-4
O=C(CSc1nc2ccccc2o1)n1c2ccccc2c2ccccc21	1.5	7	0.0	4

Bioassay records (PubChem BioAssay)
